# Screens from PubChem.
# Tau FP inhib: tau fibrillization inhibition (FP) | P10636 | 280,000 compounds, 0.39% hits | K18 P301L tau heparin fibrillization, Alexa594 FP, 6 h | Potency, µM (titrated, usually from 57.7 µM), without a hit: at the top dose activity, negative = inhibition, most hits filed as inhibitors; also: % is scaled to controls: 0 for no effect and ±100 for the full control effect; nearly all actives have a fitted effect of over 55% in size
#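 Recombinant K18 P301L […], labeled with Alexa 594 at 0.24 uM over 15 uM unlabeled; heparin inducer 20 uM final; 37 C, 6 hr; FP endpoint.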
# L3MBTL1 block: inhibitors of human L3MBTL1; AlphaScreen L3MBTL1–H3K9me1 peptide binding; Potency, µM (series often up to 57.1 µM), for the others: at the top dose activity, negative = inhibition, usual class: inhibitors; 230,000 compounds, 0.66% hits; AID 485360; also: % is scaled to controls: 0 for no effect and ±100 for the full control effect; nearly all actives have a fitted effect of over 60% in size
#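 L3MBTL1 (50 nM) pre-complexed 30 min with biotinylated H3(1-15)K9me1 peptide (75 nM), then compounds added for 30 min at room temperature; AlphaScreen streptavidin donor/nickel chelate acceptor beads (10 ug/mL final) read after 30 min dark incubation.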
# Tau fibril ThT: inhibitors of human tau fibril formation, thioflavin T binding. Potency, µM (doses to about 57.4 µM), for inactives: top-dose activity, negative = inhibition, usual class: inhibitors. 270,000 compounds, 2.1% hits. recombinant tau K18 P301L, heparin-induced fibrillization, ThT fluorescence. AID 1460. P10636; also: % is scaled to controls: 0 for no effect and ±100 for the full control effect; nearly all actives have a fitted effect of over 55% in size
#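 Aggregation was driven by heparin (20 uM final) acting on recombinant tau […] bearing P301L in 100 mM sodium acetate pH 7; fibrils were detected with Thioflavin T.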
# Tau fluor cs: counter-screen for tau fibril formation inhibitors; tau K18 P301L Alexa594 fluorescence, heparin fibrillization; Potency, µM (top dose mostly 57.7 µM), without a hit: top-dose activity change, negative = decrease; 280,000 compounds, 0.93% hits; also: % is scaled to controls: 0 for no effect and ±100 for the full control effect; nearly all actives have a fitted effect of over 55% in size
#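 Human tau K18 P301L (15 uM unlabeled, 0.24 uM Alexa 594-labeled) in 100 mM sodium acetate pH 7 with 20 uM heparin, 6 hr at 37 C. ThT 30 uM added, 1 hr ambient; Alexa 594 FP and total fluorescence read at 555/632 nm.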
# HTT cytoprotect: protects HTT-Q103 PC12 cells, measured by ATP; PC12 HTT-Q103 induced, cytoprotection, ATP luminescence, 40 h; Potency, µM (top dose mostly 56.4 µM), for the others: cytoprotection (ATP increase), most hits filed as activators; 230,000 compounds, 0.14% hits;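 also: % of control where 0% means no effect; nearly all actives have a fitted effect of over 45% in size; toxic huntingtin expression switched on by the ecdysone agonist tebufenozide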
#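 PC12 cells with ecdysone-inducible HTT exon 1 Q103-GFP, induced with 100 nM tebufenozide and co-treated with library compounds in a dose series (1536-well, 1500 cells/well). Cytoprotection read as ATP content by ATPlite luminescence.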
# TexasRed fluor: counter-screen for TRb-SRC2 inhibitors: fluorescence interference | TRb/SRC2 Texas Red total fluorescence interference | Potency, µM (top dose mostly 106 µM), for the others: top-dose fluorescence change, negative = quenching | AID 1479 | 280,000 compounds, 0.29% hits; active = well fitted curve in either direction with a large enough effect; inconclusive = small, poorly fitted or top-dose-only effect; also: % is scaled to controls: 0 for no effect and ±100 for the full control effect
#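 Flags fluorescent or light-absorbing compounds by total fluorescence, S + 2P, at 555 nm excitation and 632 nm emission. Mixture: 20 nM Texas Red SRC2 peptide, 0.6 uM human TRb LBD, 1 uM T3, 5% DMSO; compound exposure 5 h at ambient temperature.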
# TRb-SRC2 inh: TRbeta-SRC2 interaction inhibition; 280,000 compounds, 0.065% hits; P10828; TRbeta-SRC2 peptide binding, fluorescence polarization; receptor liganded with 1 µM T3; Potency, µM (doses to about 106 µM), for inactives: at the highest dose activity change, negative = inhibition, most hits filed as inhibitors;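 also: plate controls were bound peptide for no effect and peptide without receptor for full effect; nearly all actives have a fitted effect of over 50% in size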
# Target sequence (P10828 whole entry, looked up): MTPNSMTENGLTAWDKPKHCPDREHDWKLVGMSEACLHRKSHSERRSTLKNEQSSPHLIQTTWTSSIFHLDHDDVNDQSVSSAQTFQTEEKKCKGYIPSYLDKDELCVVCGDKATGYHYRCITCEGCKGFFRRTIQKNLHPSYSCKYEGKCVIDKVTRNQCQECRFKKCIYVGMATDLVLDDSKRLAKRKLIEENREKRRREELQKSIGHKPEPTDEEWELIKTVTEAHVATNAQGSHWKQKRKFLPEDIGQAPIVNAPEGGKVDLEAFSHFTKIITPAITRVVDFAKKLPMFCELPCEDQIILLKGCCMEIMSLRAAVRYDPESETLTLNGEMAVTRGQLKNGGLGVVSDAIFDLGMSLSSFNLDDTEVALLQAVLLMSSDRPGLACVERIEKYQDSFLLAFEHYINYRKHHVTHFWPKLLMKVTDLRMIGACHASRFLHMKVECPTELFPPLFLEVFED
#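 Each compound concentration gave % activity, normalized to unbound and bound Texas Red SRC2 controls, from polarization read after 5 hr ambient incubation with T3-loaded human TRb LBD.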
# RECQ1 inh: blocks DNA unwinding by human RECQ1 | P46063 | RECQ1 DNA unwinding, red fluorescence kinetic read | Potency, µM (doses to about 57.3 µM), inactives show top-dose activity, negative = inhibition, hits mostly inhibitors | 240,000 compounds, 0.54% hits;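 also: plate controls were vehicle for no effect and no enzyme for full effect; nearly all actives have a fitted effect of over 30% in size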
# Target sequence (P46063 whole entry, looked up): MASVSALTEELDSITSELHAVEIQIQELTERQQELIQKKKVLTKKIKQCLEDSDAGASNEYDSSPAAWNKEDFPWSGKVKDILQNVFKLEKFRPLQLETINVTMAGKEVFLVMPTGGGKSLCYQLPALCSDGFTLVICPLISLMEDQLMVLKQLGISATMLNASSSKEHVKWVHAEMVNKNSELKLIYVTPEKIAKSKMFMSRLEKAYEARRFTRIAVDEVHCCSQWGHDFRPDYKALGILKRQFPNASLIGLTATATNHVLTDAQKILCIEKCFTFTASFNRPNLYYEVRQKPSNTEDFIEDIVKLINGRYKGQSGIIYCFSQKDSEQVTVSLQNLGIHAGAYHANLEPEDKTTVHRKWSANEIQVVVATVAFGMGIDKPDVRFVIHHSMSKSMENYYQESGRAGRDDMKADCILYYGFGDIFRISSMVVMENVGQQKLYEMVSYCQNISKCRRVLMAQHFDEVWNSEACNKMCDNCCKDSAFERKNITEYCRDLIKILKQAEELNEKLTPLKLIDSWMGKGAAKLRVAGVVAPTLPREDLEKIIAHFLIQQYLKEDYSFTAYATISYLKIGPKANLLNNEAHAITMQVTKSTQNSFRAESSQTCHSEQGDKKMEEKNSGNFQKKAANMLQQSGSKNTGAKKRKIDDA
#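 RECQ1T1 50 nM; forked duplex (20 bp + 30-nt ss tails) 200 nM, ATP 2 mM final; pH 8.0, 2 mM MgCl2, 2.5 ug/ml poly(dI-dC); 15 min compound preincubation; discontinuous kinetic read over 2 h at RT.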
# The depositor's hits bear a star; i = inactive; ? = inconclusive; nt = no result given; [ ] = remark or other dose. Unless noted, calls follow the shape of the dose curve; as a rule, active = well fitted curve in the direction sought with a large enough effect; inconclusive = small, poorly fitted or top-dose-only effect, or another doubt; inactive = no such curve, though single readings can be large; an effect the other way counts as inactive or inconclusive. Potency is read from the fitted curve at half-maximal effect. Not all compounds are listed, so the mix of outcomes need not match the whole.
SMILES,Tau FP inhib,L3MBTL1 block,Tau fibril ThT,Tau fluor cs,HTT cytoprotect,TexasRed fluor,TRb-SRC2 inh,RECQ1 inh
C=C1CCN([C@@H](C)C(=O)OCc2cccc(C)c2)S(=O)(=O)c2ccccc21,-4%,nt,-5%,-2%,4%[10 µM],-2%,-3%,-7%
CC1=C(C(=O)Nc2cc(C)ccn2)C(c2ccc(C)cc2)C2=C(CCCC2=O)N1 (centres undefined),nt,19%[11.4 µM],nt,nt,-6%,2%,-4%,i
C=CCn1c(SC(C)CC)nc(O)cc1=O (centres undefined),4%,nt,-13%,0%,-11%,-1%,3%,-4%
N/C(Cc1ccc(Cl)c(Cl)c1)=N\OC(=O)c1ccc(Br)o1,3%,6%,-3%,-15%,-14%[10 µM],1%,7%,i
CCOC(=O)C1C(C)=C(Nc2ccc(OC)cc2)C(=O)N1c1ccc(OC)cc1 (centres undefined),7%,-6%,-10%,-5%,17%[10 µM],-3%,4%,i
O=C(CSCCc1ccccn1)Nc1ccccn1,-2%,4%,-7%,-8%,4%,3%,-12%,i
CCOC(=O)C1(Cc2ccc(OC)cc2)CCN(C(=O)[C@@H]2CCCN2C(C)=O)CC1,6%,5%,-5%,-2%,-1%[10 µM],-3%,1%,-7%
CCCN(C(=O)CN1C(=O)NC2(CCCCCC2)C1=O)C1CCS(=O)(=O)C1 (centres undefined),4%,11%,4%,10%,nt,0%,4%,11%
COc1cc(C(=O)Nc2cc(-c3cn4cccnc4n3)ccc2C)cc(OC)c1OC,-1%,11%,-5%,-9%,-56%[inhibitor],-2%,-16%,-3%
O=C(CN1CCOCC1)Nc1c(Cl)cc(Cl)cc1Cl,-4%,5%,-1%,0%,?,-4%,1%,-6%
COc1cc(C2CC(=O)Nc3c2c(C)nn3-c2nncc(-c3ccc(C)cc3)n2)cc(OC)c1OC (centres undefined),-12%,nt,-7%,-10%,nt,-1%,1%,nt
Oc1nc(-c2ccc(Br)cc2)n2ccncc12,-4%,14%,?,-7%,-10%,-6%,1%,i
O=C1CN2CCC1C/C2=C\c1ccnc2c(Cl)cccc12 (centres undefined),-8%,8%,-18%,-7%,19%[10 µM],-2%,-2%,-1%
CCOc1ccccc1-n1c(SCC(=O)N2CCCC2)nnc1-c1ccoc1C,-3%,-8%,-9%,-4%,8%,-2%,4%,4%
COc1ccc(CC(=O)Nc2cccc(C)n2)cc1OC,14%,3%,5%,10%,nt,-6%,2%,3%
CSc1nc2c(cnn2-c2ccccc2)c(=O)n1N,-4%,1%,-5%,-5%,-48%,-1%,1%,i
O=[N+]([O-])c1cc(CN(CCO)CCO)ccc1O,-5%,-13%,-19%,-10%,17%[10 µM],-5%,-5%,i
CCOC(=O)CN1C(=O)N[C@@H](c2cccc(C(F)(F)F)c2)[C@H](C(C)=O)[C@H]1C,-4%[11.6 µM],nt,2%[11.5 µM],-4%[11.6 µM],16%[10 µM],-17%[11.2 µM],4%[11.2 µM],i[11.5 µM]
CC(C)n1cc(/C(N)=N/O)c(=O)n(Cc2ccccc2)c1=O,3%,-6%,4%,-6%,-7%[10 µM],-4%,-5%,-8%
COc1ccc(Nc2cc(C(=O)NCCCN(C)Cc3ccccc3)c3ccccc3n2)c(OC)c1,?,nt,?,?,nt,-2%,0%,nt
Cc1ccc2nc(/C(C#N)=C/c3ccc(-c4ccc(C(=O)OC(C)C)cc4)o3)[nH]c2c1,-6%,nt,-4%,-26%,nt,?,-5%,nt
Cc1ccc(N(Cc2ccc(C(=O)NC3CCCCC3)cc2)S(C)(=O)=O)cc1C,-2%,nt,4%,-4%,-1%,-5%,-1%,i
CCCNC(=O)c1n[nH]c(=O)c2ccccc12,11%,2%,0%,10%,4%,2%,-12%,i
COC(=O)c1ccc(Oc2cc(C)nc(-n3nc(C)cc3C)n2)cc1,6%,-10%,-7%,3%,-151%[inhibitor],3%,1%,-2%

# Three compounds already listed, arranged by heavy-atom count, largest number first:
SMILES,Tau FP inhib,L3MBTL1 block,Tau fibril ThT,Tau fluor cs,HTT cytoprotect,TexasRed fluor,TRb-SRC2 inh,RECQ1 inh
COc1ccc(Nc2cc(C(=O)NCCCN(C)Cc3ccccc3)c3ccccc3n2)c(OC)c1,?,nt,?,?,nt,-2%,0%,nt
CCOc1ccccc1-n1c(SCC(=O)N2CCCC2)nnc1-c1ccoc1C,-3%,-8%,-9%,-4%,8%,-2%,4%,4%
O=C1CN2CCC1C/C2=C\c1ccnc2c(Cl)cccc12 (centres undefined),-8%,8%,-18%,-7%,19%[10 µM],-2%,-2%,-1%

# The list goes on.
SMILES,Tau FP inhib,L3MBTL1 block,Tau fibril ThT,Tau fluor cs,HTT cytoprotect,TexasRed fluor,TRb-SRC2 inh,RECQ1 inh
COc1ccc(NC(=O)COc2ccc(S(=O)(=O)NC3CCCCC3)cc2)cc1OC,1%,nt,-2%,-28%,nt,-1%,-1%,nt
COc1ccc(Nc2cc(C(=O)NCCCN3CCN(C)CC3)c3ccccc3n2)cc1,13%,-4%,?,-24%,-23%,2%,-10%,i
NS(=O)(=O)c1ccc(NC(=O)/C=C/c2cccc(Cl)c2)cc1,-6%,-3%,?,-10%,nt,-2%,1%,i
Cc1ccc(C)n1-c1ccc(C(=O)Nc2ccccc2)cc1,4%,-6%,?,-21%,-1%[10 µM],-5%,2%,-3%
COc1nnc(-c2ccc(N3CCCCC3)c(NC(=O)c3ccc(Cl)cc3)c2)c2ccccc12,3%,nt,-5%,-1%,nt,-71%[1.83 µM],-25%[1.83 µM],nt
CCOC(=O)c1cnc(SC)nc1N,3%,nt,-8%,-9%,-22%,-3%,2%,-4%
NS(=O)(=O)c1ccc(CCNC(=O)c2cccnc2)cc1,8%,8%,-4%,7%,2%[10 µM],-3%,0%,-1%
CCCS(=O)(=O)c1nc(S(=O)(=O)c2ccc(C)cc2)c(NCc2ccccc2Cl)s1,-10%,nt,0%,-22%,nt,-2%,1%,nt
Cc1ccc(C(=O)Nc2ccc(S(=O)(=O)N3CCCC3)cc2)s1,-7%,-18%,3%,-22%,-49%[inhibitor],3%,3%,-14%
CCCNC(=O)C1CCN(S(=O)(=O)c2ccc(Br)cc2)CC1,4%,-17%[11.4 µM],1%,1%,-4%,-3%,12%,-2%
Cc1ccc(C(=O)NCC#N)cc1,-1%,6%,-1%,-3%,-1%,-2%,-3%,2%
Cc1c(-c2ccc(O)cc2)nn(-c2ccc(O)cc2)c1-c1ccc(OCCN2CCCCC2)cc1,?,nt,?,?,-29%,-3%,-2%,i
CC1(C)Cc2c(c(N3CCOCC3)nc3sc(C#N)c(N)c23)CS1,3%,nt,-5%,-11%,-33%,1%,0%,i
CNc1ccccc1C(C)(C)c1cc(-c2cccc(Br)c2)no1,?,nt,?,?,-41%[inhibitor],17%,15%,-14%
Cc1ccc2c(CC(=O)Nc3c(C(=O)c4ccc(C)c(F)c4)oc4ccccc34)coc2c1,-7%,nt,-10%,-21%,nt,-13%[53 µM],-16%[53 µM],nt
O=C(OC1CCCCC1=O)c1cccc(S(=O)(=O)NCc2ccccc2)c1 (centres undefined),-16%,2%,-10%,-9%,3%,-2%,-13%,-2%
O=C(CN1CCN(C(=O)c2ccco2)CC1)Nc1ccc(Cl)c(C(F)(F)F)c1,-2%,nt,-13%,-16%,18%,-4%,-7%,i
CCCc1nc2oc3cc(OC)ccc3c(=O)c2c(=O)n1Cc1ccco1,0%,nt,?,1%,-26%,-3%,-13%,?
CCN(CC)CCNC(=O)CCCCn1c(=S)[nH]c2c([nH]c3ccc(OC)cc32)c1=O,-6%,-1%,?,?,-25%,-3%,0%,-10%
CC(C)Oc1cccc(C(=O)Nc2ccc(-c3nc4cc(Cl)cc(Cl)c4o3)cc2)c1,-16%,nt,?,-22%,nt,-20%,8%,nt
O=Cc1cccc(OC(=O)c2ccc(Cl)cc2Cl)c1,-7%,nt,?,-14%,11%,1%,1%,-15%
O=C(NCCCN1CCOCC1)c1ccc(CS(=O)(=O)c2ccc(Br)cc2)o1,6%,nt,-11%,-6%,-10%,-5%,-3%,-4%
On1nnc2ccc(C(F)(F)F)cc21,7%,20%,5%,8%,-2%,-4%,-1%,i
c1ccc(Nc2nc(-c3ccccn3)cs2)cc1,5%,nt,?,?,-36%,-3%,1%,14%
Cc1ccc(C(=O)c2oc3ccccc3c2N)cc1,13%,19%,?,?,-2%[10 µM],-2%,-10%,-1%
O=C(O)CSCC(=O)NCc1cccc(C(F)(F)F)c1,0%,2%,1%,2%,-41%[inhibitor],0%,1%,4%
COc1ccc(/C=N/n2cnnc2)cc1Oc1nc(Cl)ncc1F,-7%,nt,-2%,-3%,-26%,-5%,-2%,0%
CCc1cc(=O)oc2cc(OCC(=O)O)c(Cl)cc12,-4%,9%,-2%,1%,13%[0.074 µM],3%,-1%,-8%
COc1cc(CO)cc(Br)c1OCc1cccnc1,6%,3%,-5%,-1%,-9%[0.074 µM],-1%,-12%,-15%
CCCCN(C(=O)CCC(=O)Nc1cc(C)on1)C(C(=O)NC(C)(C)C)c1cccc(OC)c1OC (centres undefined),-3%,-2%,-12%,-2%,-15%[10 µM],-3%,-3%,-6%
O=C(CCN1C(=O)c2ccccc2S1(=O)=O)Nc1ccccc1O,-4%,4%,2%,4%,nt,-1%,-3%,-5%
Cc1n[nH]c(=O)nc1N/N=C/c1cccs1,-8%,nt,-17%,-9%,-42%[inhibitor],-5%,-4%,-11%
COCC(=O)N(C)c1nnc(-c2ccccn2)s1,-2%,5%,9%,-3%,-19%[10 µM],-3%,7%,-1%
CC12CC(NC(=O)N1c1ccc(C(=O)N3CCN(c4ccccn4)CC3)cc1)c1ccccc1O2 (centres undefined),7%,3%,-11%,-2%,-11%,-1%,-3%,i
